Lipid storage S3 – qHTS Assay for Lipid Storage Modulators in Drosophila S3 Cells. Drosophila S3 cells, BODIPY lipid droplet fluorescence, 18-24 h; cells fed with added oleic acid. lipid storage change, negative = inhibition, % at the top dose, mostly 46.1 µM; hits show Potency in µM. 320,000 tested, 0.64% active; active = well fitted inhibition curve with a large enough effect in the signal ratio, with a control signal flat, not every such curve was filed as active; inconclusive = small, poorly fitted or top-dose-only effect, or effect the other way, or a change in a side signal; the % refers to the signal ratio
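Drosophila S3 cells got compounds at several concentrations plus oleic acid (400 uM solution). Laser-scanning cytometry with 488 nm excitation read lipid droplets at 500-530 nm and cells at 575-640 nm. Percent activity was relative to 20 uM Triacsin C.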
Lipid storage S3 cell count max – also measured in Lipid storage S3; calls as there; cell number change, %; measured here: cell count max response;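 cells counted by Cell Tracker Red CMTPX staining in the red channel; peak over a dose series mostly up to 46.1 µM; percent activity relative to internal control wells on each plate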
* marks the source's active call; other numbers are inactive results; i = inactive; ? = inconclusive; nt = no result given. % is set by controls: 0 for no effect and ±100 for the full control effect; potency is the fitted concentration of half-maximal effect.

Preview (four entries):
no.	smiles	Lipid storage S3	Lipid storage S3 cell count max
1	CCCCN1C2=NCCCN2c2ccccc21	-11%	3
2	Cc1c(C)c2ccc(OS(C)(=O)=O)cc2oc1=O	?	nt
3	CC(C)CN(CCCNC(=O)CN1N=C(c2ccc(Cl)cc2)CCC1=O)CC(C)C	?	nt
4	CC(C)CC(OC(=O)c1cccs1)C(=O)NCc1ccco1 (centres undefined)	i	nt

This part in full, from the start:
no.	smiles	Lipid storage S3	Lipid storage S3 cell count max
1	CCCCN1C2=NCCCN2c2ccccc21	-11%	3
2	Cc1c(C)c2ccc(OS(C)(=O)=O)cc2oc1=O	?	nt
3	CC(C)CN(CCCNC(=O)CN1N=C(c2ccc(Cl)cc2)CCC1=O)CC(C)C	?	nt
4	CC(C)CC(OC(=O)c1cccs1)C(=O)NCc1ccco1 (centres undefined)	i	nt
5	NNC(=O)C=C1CCN(c2ncc(C(F)(F)F)cc2Cl)CC1	14%	19
6	Nn1c(-c2cccc(Br)c2)n[nH]c1=S	12%	-9
7	CCn1c(=O)cc(SCC(=O)NCCCN2CCC(C)CC2)c2ccccc21	-17%	-3
8	Cc1cc(C)cc(OCC(=O)Nc2ccc(F)cc2)c1	?	nt
9	CCCCOC(=O)c1ccc(NC(=S)NC(=O)c2c(Cl)cnn2CC)cc1	?	nt
10	CC(=O)N1CCCC(N2CCN(c3cccc(C(F)(F)F)c3)CC2)C1 (centres undefined)	?	nt
11	CCOC(=O)c1nnn(-c2nc(OC)nc(N(C)C)n2)c1-c1ccccc1	?	nt
12	Cn1c2ccccc2c2ncn(CCC3=CCCCC3)c(=O)c21	?	nt
13	CCOc1ccc(NC(=O)CSc2nnc(C3CC3)n2N)cc1	?	nt
14	Cc1cc(C(=O)N/N=C/c2ccco2)n[nH]1	?	nt
15	Cc1cc(C)c2oc(-c3ccc(C)c(NC(=S)NC(=O)c4cccs4)c3)nc2c1	4%	-8
16	CC1(NC(=O)/C=C/c2nc3ccccc3s2)CCS(=O)(=O)C1 (centres undefined)	?	nt
17	CCOc1ccc(N(C)S(=O)(=O)c2cnc[nH]2)cc1	?	nt
18	COc1ccc(-c2nnc(N(C)C(=O)c3cccnc3)s2)cc1	?	nt
19	C=CCNC(=S)Nc1ccc(N(C)C)cc1	?	nt
20	O=C(NCc1ccccc1)c1cc[n+](CC(=O)c2cccs2)cc1	0%	12
21	O=C(CS(=O)CC(=O)N(CC(=O)NC1CCCC1)C1CCCCC1)Nc1ccc(F)cc1 (centres undefined)	?	nt
22	O=C(O)c1ccc(Nc2ncnc3ccccc23)cc1	-21%	12
23	CCOC(=O)Cc1csc(NC(=O)c2ccc(N3CCOCC3)cc2[N+](=O)[O-])n1	?	nt
24	CC(=O)c1cccc(NC(=S)NC(=O)c2ccc(C)cc2)c1	?	nt
25	O=[N+]([O-])c1cc([N+](=O)[O-])c(Oc2ccccc2F)cc1NN1CCCCC1	-11%	-6
26	COc1ccccc1N1CCN(C(=O)c2ccc3c(=O)n(Cc4ccco4)c(=S)[nH]c3c2)CC1	6%	-16
27	CCOc1ccc(-c2nc(CSCC(=O)N3CCN(c4cccc(OC)c4)CC3)c(C)o2)cc1	?	nt
28	S=c1[nH]nc(-c2ccc3ccccc3n2)o1	?	nt
29	CCC(C)(C)NC(=O)C(c1ccncc1)N(C(=O)c1sc(C)nc1C)c1ccc(C)cc1 (centres undefined)	?	nt
30	COc1cc(/C=C2/SC(=O)NC2=O)ccc1OCc1ccccc1	i	-20
31	COc1ccc(-c2cn3ccc4ccccc4c3n2)cc1	-5%	-15
32	CCOC(=O)CCc1c(C)c2c(C)nn(-c3ccccc3)c2[nH]c1=O	8%	-6
33	CN(Cc1ccccc1)C(=O)c1c[nH]c2ccc(S(=O)(=O)N3CCOCC3)cc2c1=O	2%	25
34	CCC(C)NC(=O)c1ccc2nc(-c3ccc(OC)c(OC)c3)c(-c3ccc(OC)c(OC)c3)nc2c1 (centres undefined)	13%	8
35	O=C(Nc1ccc(Oc2cccnc2)cc1)c1cccc([N+](=O)[O-])c1	?	nt
36	CCC(C)(C)NC(=O)C(c1ccc(OC)cc1)N(C(=O)CCC(=O)Nc1cc(C)on1)c1ccc2c(c1)OCO2 (centres undefined)	?	nt
37	C=CCN(C(=O)c1csnn1)C(C(=O)NC1CCCCC1)c1ccc(F)cc1 (centres undefined)	i	12
38	Cc1cccc(OCC(=O)Nc2ccc(N3CCN(C(=O)c4ccccc4)CC3)cc2)c1	?	nt
39	CCCOc1ccc(C2C(C(=O)OC)=CN(CCOC)C=C2C(=O)OC)cc1	i	nt
40	COc1cc(NC(=O)c2cc(-n3cnnc3)ccc2Cl)cc(OC)c1	?	nt
41	FC(F)(F)c1cccc(NCc2n[nH]c(=S)n2C2CCCCC2)c1	?	nt
42	CCOC(=O)C1(CCc2ccccc2)CCN(C(=O)[C@@H]2C[C@@H](C)NC(=S)N2)CC1	?	nt
43	O=C(O)CCC(=O)Nc1cccc(C(=O)Nc2ccc(Br)cc2)c1	?	nt
44	CCC(C)N(C(=O)COc1ccc(Cl)c2cccnc12)C1CCS(=O)(=O)C1 (centres undefined)	-3%	nt
45	CCC(=O)N1c2ccc(S(=O)(=O)N3CCCC3)cc2CC1C (centres undefined)	?	nt
46	Cc1nn(C)cc1C(C(=O)NC1CCCCC1)N(C(=O)Cc1cccs1)c1ccc(F)cc1 (centres undefined)	?	nt
47	Cc1noc(C)c1C(=O)Nc1ccc(-c2nnc3n2CCCCC3)cc1	?	nt
48	COc1ccc(N2CCN(C(=O)CSc3nc4cc(OC)c(OC)cc4cc3C#N)CC2)cc1	15%	-17
49	Nn1c(SCC(=O)Nc2ccc(S(N)(=O)=O)cc2)nnc1C(F)(F)F	-4%	1
50	CC(=O)Nc1ccc(S(=O)(=O)N(C)CC(=O)OCCOc2cccc(C)c2)cc1	-10%	-2

Sorted by molecular weight (low to high): some entries from above
no.	smiles	Lipid storage S3	Lipid storage S3 cell count max
45	CCC(=O)N1c2ccc(S(=O)(=O)N3CCCC3)cc2CC1C (centres undefined)	?	nt
49	Nn1c(SCC(=O)Nc2ccc(S(N)(=O)=O)cc2)nnc1C(F)(F)F	-4%	1
29	CCC(C)(C)NC(=O)C(c1ccncc1)N(C(=O)c1sc(C)nc1C)c1ccc(C)cc1 (centres undefined)	?	nt
27	CCOc1ccc(-c2nc(CSCC(=O)N3CCN(c4cccc(OC)c4)CC3)c(C)o2)cc1	?	nt
36	CCC(C)(C)NC(=O)C(c1ccc(OC)cc1)N(C(=O)CCC(=O)Nc1cc(C)on1)c1ccc2c(c1)OCO2 (centres undefined)	?	nt

Following part.
no.	smiles	Lipid storage S3	Lipid storage S3 cell count max
51	O=C(CCOc1ccccc1)Nc1ccccc1F	5%	11
52	Cc1ccc2nc(NC(=O)CCn3cccc3)sc2c1	?	nt
53	O=C(Nc1ccccn1)C1CCN(S(=O)(=O)c2cccs2)CC1	8%	3
54	O=C(Oc1ccc(/C=N/NC(=O)c2ccccn2)cc1)c1cccc(Br)c1	33%	-12
55	CC(=O)c1coc2ccc(OCCN3CCCCC3)cc12	?	nt
56	Cc1ccc(C(=O)/C=C/c2cc(Br)cc(Br)c2O)o1	?	nt
57	Cc1c(NC(=O)CCC(=O)N2CCOCC2)c(=O)n(-c2ccccc2)n1C	4%	1
58	CCOc1ccc(NC(=O)CN(C)C(=O)CSCc2cccc(C)c2)cc1OCC	?	nt
59	O=C(NCCCc1ccccc1)c1c(O)nc2sccn2c1=O	28%	nt
60	O=C(NCC(=O)N1CCN(c2ccccc2F)CC1)c1ccc(Br)o1	i	nt
61	COC1=Cc2c(ccc3ccc(=O)oc23)OC1(C)C	?	nt
62	COc1ccc(-n2ccc(=O)c(C(=O)O)n2)c(OC)c1	i	nt
63	COc1ccc2oc(C(=O)OCC(=O)N(Cc3ccccc3)C(C)(C)C)c(C)c2c1	?	nt
64	O=C(C1CCC(CNS(=O)(=O)c2cccc3cccnc23)CC1)N1CCCC1 (centres undefined)	12%	6
65	C=CCS/C(=N\n1cnc2ccccc2c1=O)N1CCCCC1	?	nt
66	Nc1c(Cl)cc(Cl)cc1C(=O)OCC(=O)NC1CC1	?	nt
67	CCOc1ccc(N=C2SC(C(=O)O)CC(=O)N2C)cc1 (centres undefined)	14%	-20
68	Cc1cccc(-n2c(SCC(=O)NC3CCCC3)nnc2-c2ccoc2C)c1	-18%	-21
69	CCc1ccc(OC(=O)c2ccn(CC)n2)cc1	6%	-1
70	CC(C)CC(COCc1ccc(C(F)(F)F)cc1)N1CCN(C(=O)c2ccc(C(F)(F)F)cc2)CCC1=O (centres undefined)	?	nt
71	Cc1nn(CC(=O)N(C)C2CCC(C)CC2)c(C)c1S(=O)(=O)N(C)C (centres undefined)	12%	-9
72	O=C(COc1cccnc1[N+](=O)[O-])NCCc1ccc(F)cc1	?	nt
73	O=C(NCCc1ccccc1)c1ccccc1NC(=O)C1CCCO1 (centres undefined)	?	nt
74	Cn1c(SCc2ccccc2)nnc1-c1cccs1	15%	0
75	Cc1ccnc(NC(=O)c2cccc(OC(F)F)c2)n1	?	nt
76	COc1ccccc1N1CCN(CCC(=O)Nc2ccc3c(c2)OCO3)CC1	?	nt
77	CCOC(=O)N1CCN(C(=O)CSc2nc(C)nc3c2c(=O)n(C)c(=O)n3C)CC1	-4%	-6
78	Cc1cc(C)cc(C(=O)N2CCC(CCC(=O)NC3CC3)CC2)c1	0%	16
79	CN1CCOCCOCCOCCN(C)C1=S	?	nt
80	Cc1ccc2nc(-c3ccc(NC(=O)CSCC(=O)O)cc3)sc2c1	23%	15
81	COc1ccc(OC)c(S(=O)(=O)Nc2ccc(O)c3ccccc23)c1	?	nt
82	NS(=O)(=O)c1ccc(NC(=O)Cn2nc(C(=O)O)c3ccccc3c2=O)cc1	?	nt
83	O=C(N/N=C\c1cc([N+](=O)[O-])ccc1N1CCCC1)c1ccccn1	?	nt
84	CCC(Sc1nc(=O)cc(N)n1CCc1ccccc1)C(=O)Nc1ccccc1C#N (centres undefined)	1%	19
85	Cc1cccnc1NC(=O)c1cccc(S(=O)(=O)N2CCN(c3ccccc3)CC2)c1	?	nt
86	O=C(CCN1C(=O)S/C(=C/c2ccccc2)C1=O)Nc1ccc(C(=O)O)c(O)c1	i	nt
87	COCCn1nnnc1C(c1cccc(OC)c1OC)N1CCN(C(=O)c2ccco2)CC1 (centres undefined)	?	nt
88	CC(=O)c1ccc(NC(=O)C2CCCN2S(=O)(=O)c2cccc3cccnc23)cc1 (centres undefined)	?	nt
89	O=C(Nc1cccc2ncccc12)c1cccc(F)c1	-5%	-3
90	CCOc1ccc(-c2nc3scc(-c4cccs4)c3c(=O)[nH]2)cc1	10%	9
91	Cc1[nH]c2ccccc2c1C(=O)CN1C(=O)NC2(CC(C)CC(C)(C)C2)C1=O (centres undefined)	?	nt
92	CC(C)Sc1nc(N2CCOCC2)c2c3c(sc2n1)COC(C)(C)C3	8%	nt
93	O=C(CSc1nnc(-c2ccc(F)cc2)o1)N1CCCCC1	?	nt
94	Cc1cc(/C=C\c2ccccc2)nc2ccccc12	22%	20
95	COC(=O)C1=NN(C(=O)c2ccccc2)C(C)(O)C1 (centres undefined)	i	nt
96	N=c1c2c(-c3ccccc3)c(-c3ccccc3)n(Cc3ccccc3)c2ncn1CCCO	?	nt
97	CC(=O)c1cccc(NC(=O)CSc2nc(=O)n(CCN3CCOCC3)c3c2CCC3)c1	?	nt
98	Cn1c(=O)c2c(nc(NCc3ccc4c(c3)OCO4)n2C)n(C)c1=O	?	nt
99	CCOC(=O)c1c(C)[nH]c(C)c1C(=O)CSc1nc2ccccc2n1CCOC	-2%	-10
100	N=c1n(CCN2CCOCC2)c2ccccc2n1CC(=O)c1cccc([N+](=O)[O-])c1	i	10

Another view of some results above:
Every second line gives: Lipid storage S3 | Lipid storage S3 cell count max
94: Cc1cc(/C=C\c2ccccc2)nc2ccccc12
 : 22% | 20
95: COC(=O)C1=NN(C(=O)c2ccccc2)C(C)(O)C1 (centres undefined)
 : i | nt

(cont.)
no.	smiles	Lipid storage S3	Lipid storage S3 cell count max
101	Cc1cc(=O)oc2c(C)c(OC(C)C(=O)NCCCN3CCOCC3)ccc12 (centres undefined)	?	nt
102	COC(=O)c1ccccc1NC(=O)C1CC(=O)N(c2ccccc2)C1 (centres undefined)	?	nt
103	CC1=C(C#N)C2(O)C(=O)c3ccccc3C2(O)N1 (centres undefined)	?	nt
104	Cc1cn(CCC(=O)Nc2ccccc2N2CCOCC2)c2ccccc12	16%	6
105	Cc1cc(NC(=O)CC#N)n(-c2ccccc2)n1	?	nt
106	CCCCNC(=O)c1nc2ncc(Br)cn2n1	i	3
107	CCOC(=O)Cc1cnc(NC(=O)CSc2nc(C)cc(C)n2)s1	3%	4
108	Cc1nc(CCNC(=O)CC2C(=O)NCCN2Cc2ccccc2F)sc1C (centres undefined)	-2%	11
109	CC(=O)Nc1ccc(C(=O)OCc2ccccc2Br)cc1	?	nt
110	Cc1ccc2c(O)c(C)c(=O)[nH]c2n1	14%	3
111	Fc1ccc(-c2nc3c(-c4ccc(Cl)cc4)cnn3cc2CCN2CCOCC2)cc1	1%	3
112	O=C(CN1C(=O)/C(=C\C=C\c2ccccc2)SC1=S)Nc1ccc(F)cc1	?	nt
113	Cc1ccccc1C(=O)NNC(=O)CCC(=O)Nc1cccc(Cl)c1C	3%	10
114	Nc1ccc2nc3c(=O)[nH]c(=S)[nH]c3nc2c1	?	nt
115	COc1cccc(NC(=O)C(OC(=O)c2ccccc2NS(=O)(=O)c2cccs2)c2ccccc2)c1 (centres undefined)	15%	11
116	CSc1ccc(C2C(C#N)=C(N)Oc3cc4c(cc32)OCO4)cc1 (centres undefined)	?	nt

A portion of the library; rates above refer to the full screens.
